# Source: PubChem
# DDE Tn6 FP inh: disrupts Tn6 cyclic peptide binding to fibrin D-Dimer-E complex. Fibrin DD(E) TRITC-Tn6 fluorescence polarization displacement. inhibition, % at 8.3 µM. 370,000 compounds, 0.21% hits;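 active = inhibition above a per-campaign cutoff: mean of compounds within control limits plus 3 SD, cut at about 15% in these data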;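 also: 0% = median of all compound wells on the plate and 100% = blocking peptide control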
# ASAP1 GAP inh: inhibitors of human ASAP1 ArfGAP activity. ASAP1-stimulated ARF1 GTP hydrolysis, GDP FP detection. inhibition, % at 16.5 µM. 360,000 compounds, 0.19% hits; in the data active = inhibition above about 25%;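 also: 0% = vehicle with enzyme and substrate and 100% = no enzyme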
# Tn7 DDE FP: inhibitors of Tn7 peptide binding to human fibrin DD(E) | 370,000 compounds, 0.13% hits | FP displacement of FITC-Tn7 peptide from fibrin DD(E); 0% = median of compound wells per plate | P02675 | inhibition, % at 8.3 µM;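 active = inhibition above the mean of compounds falling within the control limits plus 3 SD of them, cut at about 14% in these data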;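 also: 0% = plate median of compound wells and 100% = 10 µM Aha-Tn7 peptide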
#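 Test system – human fibrin DD(E) · Times – 10 min preincubation, 3 h with tracer, room temperature · Detection – fluorescence polarization of the labelled Tn7 tracer · Measure – percent inhibition normalized to high-control wells · Benchmarks – high control wells with 10 µM unlabelled Aha-Tn7 peptide (full inhibition) · Repeats – singlicate testing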
# PLCg1 inh: inhibitors of human phospholipase C gamma1; P19174; purified PLC-gamma1, fluorogenic substrate, fluorescence; inhibition, % at 12.2 µM; 370,000 compounds, 0.84% hits; AID 720700; in the data active = inhibition above about 9.5%
# ARFGAP1 inhibitor: inhibitors of rat ARFGAP1; Q62848; Arfgap1-stimulated ARF1 GTP hydrolysis, GDP FP detection; inhibition, % at 16.5 µM; 360,000 compounds, 0.26% hits;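 active = inhibition above a per-plate limit, mean inhibition of low control wells plus 3 SD, cut at about 25% in these data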;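 also: 0% = DMSO wells with enzyme and 100% = wells lacking Arfgap1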
# Target sequence (Q62848 1-136 limits assumed): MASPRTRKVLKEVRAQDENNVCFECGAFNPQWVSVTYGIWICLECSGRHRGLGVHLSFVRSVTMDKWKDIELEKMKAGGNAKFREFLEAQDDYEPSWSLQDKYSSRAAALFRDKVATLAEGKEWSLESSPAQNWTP
#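 Assay system: Rat Arfgap1 GAP domain (His6, aa 1-136), purified enzyme | Buffer or medium: HEPES 25 mM pH 7.5, NaCl 150 mM, MgCl2, DTT | Schedule: GTP hydrolysis reaction 2 h at 25 °C | Signal: FP of antibody-bound GDP Alexa 633 tracer, ex 620/em 688 nm | Measure: Percent inhibition of Arfgap1-stimulated GTP hydrolysis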
# PLC-beta3 inh: PLC-beta3 (human) inhibition, primary screen. Q01970. Purified PLC-beta3, fluorogenic substrate, fluorescence. 370,000 compounds, 0.18% hits. inhibition, % at 12.2 µM; in the data active = inhibition above about 11%;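 also: 0% = median of compound wells on plate and 100% = full blocker control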
# ADAM17 inh: ADAM17 inhibition, QFRET primary screen | P78536 | recombinant ADAM17, EDANS/DABCYL FRET peptide cleavage | inhibition, % at 6.95 µM | 370,000 compounds, 0.83% hits | AID 720648;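 active = inhibition above the mean of compounds lying between control limits plus 3 SD, set per campaign, cut at about 8.5% in these data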;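 also: 0% = DMSO-only wells as the low control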
# TDP2 absorb: TDP2 (human) inhibition, absorbance primary screen; AID 720702; recombinant TDP2, T5PNP hydrolysis, p-nitrophenol absorbance 415 nm; O95551; inhibition, % at 12.8 µM; 370,000 compounds, 0.34% hits;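 active = inhibition above the mean of all tested compounds plus 3 SD, set per campaign, cut at about 25% in these data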;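 also: 0% = DMSO with enzyme and 100% = buffer with substrate but no TDP2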
# Target sequence (O95551 whole entry, looked up): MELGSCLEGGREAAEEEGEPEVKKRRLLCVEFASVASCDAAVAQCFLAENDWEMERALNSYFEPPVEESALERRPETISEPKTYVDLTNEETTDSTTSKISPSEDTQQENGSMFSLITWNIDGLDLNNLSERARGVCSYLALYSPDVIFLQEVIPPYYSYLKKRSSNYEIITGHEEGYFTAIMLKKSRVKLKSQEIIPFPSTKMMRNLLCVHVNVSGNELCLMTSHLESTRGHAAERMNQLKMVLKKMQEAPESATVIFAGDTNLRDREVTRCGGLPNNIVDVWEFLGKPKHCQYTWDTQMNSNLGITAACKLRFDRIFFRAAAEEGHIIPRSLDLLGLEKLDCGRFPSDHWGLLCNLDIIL
#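 Test system: human TDP2 enzyme; Input: 120 nM TDP2 per well; Buffer or medium: Mg2+-containing Tris-HCl buffer, pH 7.5; Reagent: 5 mM T5PNP; Dosing: 12.8 µM single point, 1% DMSO; Incubation: reaction 2 h, 37 °C; Detection: p-Nitrophenol epi absorbance; Read-out: % inhibition relative to enzyme-containing and enzyme-free wells; Replicates: single well per compound.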
# SIAE inh: blocks human sialic acid acetylesterase; Q9HAT2; SIAE FP-Rh probe binding, fluorescence polarization; inhibition, % at 9.66 µM; 370,000 compounds, 0.69% hits; AID 1053197;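 active = inhibition above a cutoff: mean of compounds within the control limits plus 3 SD of those, cut at about 17% in these data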;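 also: 0% = plate median of compound wells and 100% = probe without SIAE protein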
# ADAM10 inh: inhibits human ADAM10. O14672. recombinant ADAM10, EDANS/DABCYL FRET peptide cleavage, 3 h. inhibition, % at 7 µM. 370,000 compounds, 0.62% hits. AID 720582;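 active = inhibition above a per-campaign cutoff equal to the mean of compounds falling between control-based bounds plus 3 SD, cut at about 20% in these data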;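 also: 0% = DMSO wells while the 100% control is not disclosed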
# Target sequence (O14672 214-748 limits assumed): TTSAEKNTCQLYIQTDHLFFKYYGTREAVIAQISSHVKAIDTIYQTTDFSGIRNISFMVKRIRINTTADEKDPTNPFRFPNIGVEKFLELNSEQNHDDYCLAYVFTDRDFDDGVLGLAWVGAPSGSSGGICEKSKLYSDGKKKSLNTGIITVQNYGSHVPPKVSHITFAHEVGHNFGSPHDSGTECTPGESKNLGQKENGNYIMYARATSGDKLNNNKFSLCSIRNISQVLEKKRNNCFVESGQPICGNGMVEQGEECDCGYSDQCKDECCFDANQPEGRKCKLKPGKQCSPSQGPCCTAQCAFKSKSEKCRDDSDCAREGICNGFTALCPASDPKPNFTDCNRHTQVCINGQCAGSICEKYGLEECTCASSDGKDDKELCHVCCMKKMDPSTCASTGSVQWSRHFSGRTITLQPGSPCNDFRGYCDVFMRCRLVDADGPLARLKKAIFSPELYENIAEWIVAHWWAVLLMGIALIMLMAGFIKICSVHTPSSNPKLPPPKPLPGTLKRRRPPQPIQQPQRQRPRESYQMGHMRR
# Active calls of the source: *; . = not tested or not shown.
SMILES,DDE Tn6 FP inh,ASAP1 GAP inh,Tn7 DDE FP,PLCg1 inh,ARFGAP1 inhibitor,PLC-beta3 inh,ADAM17 inh,TDP2 absorb,SIAE inh,ADAM10 inh
COCCCNc1ccc([N+](=O)[O-])cc1C(=O)Nc1cccc(C)n1,3.8,-6.2,2.6,6.2,-15.6,-4.7,2.5,-4.3,-5.6,6.8
CCOc1ccccc1NC(=O)C(NCCN(C)C)c1ccccc1 (stereo not given),-4.0,7.6,-3.9,0.2,9.7,-4.2,-1.1,27.3*,5.5,1.3
COC(=O)c1c(/N=C/N(C)C)sc2c1CCN(c1ncc(C(F)(F)F)cc1Cl)C2,-0.4,-4.7,6.6,-19.4,-4.5,-26.8,-43.2,6.8,-7.6,-131.0
COc1ccc(OC)c(COC(=O)c2cccc(S(=O)(=O)N3CCCCC3)c2)c1,1.1,-1.1,-4.5,3.5,-1.1,-5.8,-20.6,-4.3,-2.2,-6.0
CCCS(=O)(=O)c1nc(S(=O)(=O)c2ccc(C)cc2)c(N2CCCC2)s1,6.1,-2.3,-0.9,2.5,-7.8,-0.3,-3.8,2.9,-4.7,-7.3
O=C(Nc1ccccc1)c1ccc(Br)o1,-8.2,5.0,-2.1,1.1,3.6,3.2,-3.4,4.7,0.6,-1.1
CCc1ccc(NC(=S)Nc2cc(C(=O)O)ccc2N2CC3CC(C2)c2cccc(=O)n2C3)cc1 (stereo not given),-0.1,-3.3,6.0,0.4,3.4,-1.9,-3.7,8.9,2.6,-2.1
Cc1ccc(CC(=O)NC2CCSC2=O)cc1 (stereo not given),-1.3,-3.8,0.8,1.1,2.8,-0.4,-4.6,8.7,-1.1,3.5
CSc1cccc(NC(=S)N2CCCN(Cc3ccc(F)cc3)C2)c1,0.7,1.0,2.2,3.1,9.9,-6.9,-0.7,-10.0,-26.2,6.2
NNC(=O)CCN1CCCCC1,2.5,5.0,-7.0,-2.2,-3.5,-20.6,-5.6,9.2,13.4,-12.6
O=C(Cn1nc(C(F)(F)F)c2c1CCCC2)NC1CCCC1,1.4,0.0,1.1,3.5,9.1,4.2,-0.1,-0.9,2.0,3.1
Cc1ccc(S(=O)(=O)N(CC2CO2)c2cc(Cl)ccc2Cl)cc1 (stereo not given),1.5,28.2*,5.1,-2.3,10.3,-4.0,0.5,-0.9,-0.3,-3.7
Cc1c([N+](=O)[O-])c([N+](=O)[O-])nn1CC(=O)N1CCOCC1,6.7,1.2,-4.2,1.0,4.0,6.2,1.8,-2.5,-2.2,0.2
C[C@@H]1COc2cc(N3CCSCC3)ccc2S(=O)(=O)N1C,-5.3,.,-2.5,0.7,.,-4.2,-2.5,7.0,1.1,-2.4
CNC(=O)c1cc(S(=O)(=O)N2CC(C)OC(C)C2)ccc1N1CCOCC1 (stereo not given),-0.1,4.7,4.7,0.6,11.5,-2.4,-3.5,15.2,1.3,3.6
CCOc1ccccc1C(=O)Nc1cc(C(=O)NCCc2ccccc2)ccc1Cl,2.1,-6.3,2.3,5.5,1.8,6.5,1.3,15.4,0.1,1.7
O=C(NCCN1CCOCC1)c1cccc(S(=O)(=O)Nc2cc(Cl)ccc2Cl)c1,-8.7,-3.0,1.6,0.6,-4.2,-8.1,4.9,1.8,6.8,-4.4
COc1ccc(CCn2c(=S)[nH]c3cc(C(=O)N4CCOCC4)ccc3c2=O)cc1OC,2.2,12.6,-9.1,5.1,12.8,-1.9,-0.1,-7.6,-4.1,4.6
CC(C)(C)NC(=O)CN(Cc1cccs1)C(=O)C1COc2ccccc2O1 (stereo not given),-5.4,8.4,-2.0,9.0,13.9,-2.0,-3.6,10.5,2.3,-8.7
Cc1ccc(-n2c([S-])c(C(=O)Nc3ccc(OC(F)F)cc3)[n+]3ccc(C(=O)NCCO)cc23)cc1C,1.9,2.4,0.3,-38.6,-6.1,-38.1,-10.7,-1.2,17.5*,-30.9
COc1cc2c(cc1NC(=O)CSc1nnc(-c3ccccc3C)n1Cc1ccco1)oc1ccccc12,0.1,.,1.4,-1.0,.,2.8,10.1*,-10.6,-16.5,18.5
COc1cccc(C2NC(=S)NC(C)=C2C(C)=O)c1 (stereo not given),1.7,-11.0,-1.1,0.9,-6.0,1.7,0.1,-1.6,-1.2,-3.7
CC(=O)N(C1CC(C)C(C#N)(C#N)C1(C#N)C#N)N(C)C (stereo not given),2.2,-15.6,0.1,3.7,-0.7,-2.2,-1.2,-4.4,-4.0,4.1
COCCCNC(=O)CCn1c(=O)c2ccccc2n(Cc2cccc([N+](=O)[O-])c2)c1=O,-1.1,-10.5,0.3,-0.7,6.5,-8.1,-5.5,11.3,3.8,3.0
CC(C)[C@H](NC(=O)c1ccco1)C(=O)OCC(=O)c1ccc2c(c1)NC(=O)CO2,-6.2,-3.4,-2.8,0.8,-10.5,-1.6,-1.1,-4.8,0.6,2.1
O=C1CC(c2ccc(F)cc2)c2cc3c(cc2N1)CCC3 (stereo not given),-7.1,-3.0,-4.8,3.0,-16.2,2.2,1.7,-12.7,-3.0,11.1
CN(Cc1ccccc1)C(=O)c1ccc2c(c1)OCO2,1.7,-7.8,6.0,3.1,1.0,1.3,-5.8,6.4,-0.7,-4.8
COc1cc(/C=C2/S/C(=N/S(=O)(=O)Cc3ccccc3)NC2=O)c([N+](=O)[O-])cc1OC,-4.0,4.8,-5.9,-38.7,-2.2,-63.8,-4.9,6.9,-3.1,-2.8
Cc1cc(C)n(-c2nc(Nc3ccccc3C(F)(F)F)nc(-n3nc(C)cc3C)n2)n1,-3.3,-3.4,-6.9,-0.8,5.7,2.8,0.8,-3.5,-8.1,5.5
CCC[C@@H](CN[C@@H](CNC)[C@H](C)CC)NCC1CCC(C(C)(C)C)CC1 (stereo not given in full),2.7,1.2,-3.6,4.0,-0.4,3.4,-2.1,-5.9,-3.2,2.3
CCn1c(CSCc2ccc(F)cc2)nnc1SCC(=O)NCc1ccccc1,3.6,1.6,5.6,-2.3,-12.8,-2.9,-7.3,2.8,-0.6,-6.8
COc1ccc(NS(=O)(=O)c2c(C(=O)N3CCCCCC3)c(C)n(C)c2C)cc1OC,-3.9,3.0,-3.4,6.9,0.8,0.2,-1.8,-5.2,8.0,10.8
COC(=O)c1nnn(Cc2ccccc2)c1N,4.6,-0.6,-1.4,-0.4,0.7,0.9,-5.4,-1.8,4.3,-13.1
CC1=C(N2CCN(c3ncccn3)CC2)CCC1=O,-2.3,19.6,-3.2,0.6,1.2,1.9,0.1,6.4,4.8,1.0
S=C1SCN(Cc2ccccc2)CN1Cc1ccco1,6.5,-12.9,-1.8,-9.1,0.8,-6.7,-0.8,-6.4,3.5,-7.3
CCN1CCN(S(=O)(=O)c2cccs2)CC1,-3.5,-3.5,-3.5,0.1,10.3,-4.5,-6.0,-7.5,6.6,4.9
O=C(NCc1ccccn1)C(=O)NCC1OCCN1C(=O)c1ccc(Cl)cc1 (stereo not given),-1.4,1.6,5.8,-2.2,6.0,-9.4,-7.8,-8.5,-7.5,-8.4
Cc1cc(C(=O)COC(=O)CCCN2C(=O)c3ccccc3C2=O)c(C)n1C,6.1,4.7,-2.2,0.7,-4.9,-1.2,-5.2,11.0,-4.7,-3.5
COc1ccccc1Cc1c(-c2cccc(Cl)c2)nc2c3ccccc3ccn12,1.8,-1.7,4.3,-4.8,12.4,-13.2,-1.2,-2.4,-2.1,-9.1
CN(C)c1nc(N2CCN(c3ccc(F)cc3)CC2)c(C#N)c(=O)o1,-1.3,-2.2,-0.9,-0.8,8.7,-1.6,-2.2,4.6,6.6,-0.7

# In the list so far, these contain a cyano group:
SMILES,DDE Tn6 FP inh,ASAP1 GAP inh,Tn7 DDE FP,PLCg1 inh,ARFGAP1 inhibitor,PLC-beta3 inh,ADAM17 inh,TDP2 absorb,SIAE inh,ADAM10 inh
CC(=O)N(C1CC(C)C(C#N)(C#N)C1(C#N)C#N)N(C)C (stereo not given),2.2,-15.6,0.1,3.7,-0.7,-2.2,-1.2,-4.4,-4.0,4.1
CN(C)c1nc(N2CCN(c3ccc(F)cc3)CC2)c(C#N)c(=O)o1,-1.3,-2.2,-0.9,-0.8,8.7,-1.6,-2.2,4.6,6.6,-0.7

# Continued.
SMILES,DDE Tn6 FP inh,ASAP1 GAP inh,Tn7 DDE FP,PLCg1 inh,ARFGAP1 inhibitor,PLC-beta3 inh,ADAM17 inh,TDP2 absorb,SIAE inh,ADAM10 inh
CCOc1ccc(NC(=O)CSc2nnnn2-c2ccc(C(N)=O)cc2)cc1,-1.4,-1.1,4.5,1.1,-1.9,-0.7,1.4,7.0,-2.6,3.8
Cc1onc(-c2c(F)cccc2Cl)c1C(O)c1ccc(F)cc1 (stereo not given),8.0,-6.5,-3.3,1.7,4.2,-3.3,-0.1,-4.1,-0.6,6.8
Nc1nc(Br)c2c(F)cccc2c1-c1ccccc1,-5.3,11.4,-5.0,-50.3,-6.3,-76.1,-12.9,-2.5,4.2,-35.4
c1ccc(N(c2ccccc2)c2nc(N3CCCC3)nc(-n3ccnc3)n2)cc1,1.0,-9.8,-9.9,-0.7,0.2,0.2,-2.1,3.9,-0.1,-4.5
O=S1(=O)CCOC[C@H](CC2CCCCC2)N1Cc1ccc(F)cc1,8.8,-4.7,-0.1,1.8,-5.2,0.9,3.3,-11.3,-1.9,5.6
Cc1ccc(C2(C)NC(=O)N(CC(=O)Nc3cc(S(=O)(=O)N4CCCCC4)ccc3OC(C)C)C2=O)cc1 (stereo not given),-6.2,8.6,-1.5,0.2,9.8,-8.9,1.3,-3.2,-2.4,2.9
COc1ccc(CCNC(=O)CN(c2ccc(C)cc2)S(=O)(=O)c2c(C)noc2C)cc1OC,-7.6,6.6,4.5,1.7,-11.5,0.7,-2.5,14.6,1.1,6.8
CSCCC(NC(=O)CCNC(=O)c1ccccc1Cl)c1nc2ccccc2[nH]1 (stereo not given),-0.5,12.2,7.8,-1.0,-4.0,-6.4,-1.9,7.7,1.2,-3.8
COc1cc(SC)ccc1C(=O)Nc1ccccn1,-1.1,3.3,0.9,2.1,-5.3,-6.9,-1.2,13.8,-1.6,-3.0
OC(c1ccccc1)c1ncc(-c2cccc(F)c2)[nH]1 (stereo not given),-6.4,3.5,-3.6,-0.9,-1.1,3.1,0.5,0.8,1.4,-9.8
COc1ccc(N(C(=O)COc2ccccc2)C2C=CS(=O)(=O)C2)cc1 (stereo not given),10.9,-5.0,1.7,-2.4,-2.1,-1.8,-4.1,7.0,1.1,-2.8
Cc1ccc(N(CC(=O)NCC2CCCO2)C(=O)CCC(=O)Nc2ccccn2)cc1C (stereo not given),-0.5,7.8,3.9,-2.6,-2.2,6.7,-5.4,-6.5,2.5,2.5
